High-throughput results as filed in PubChem.
All columns: NCI-60 one-dose screen, growth in % after 48 h at 10 µM unless noted; 100 = growth as untreated, 0 = no growth, -100 = all killed.
HL-60(TB): HL-60(TB) leukemia cells. AID 1794776. 78,000 compounds, 9% hits; active = growth percent below 10
* hit, by the source's call; & = joins results of further samples; [ ] = remark or other dose.

item	SMILES	HL-60(TB)
1	FC(F)(F)c1ccc(-c2ncc(-c3ccc(C(F)(F)F)cc3)c(NC3CCCCCC3)n2)cc1	99
2	Cc1c(COc2ccc(-c3nnc(-c4ccncc4)o3)cc2)c(C)c(COc2ccc(-c3nnc(-c4ccncc4)o3)cc2)c(C)c1COc1ccc(-c2nnc(-c3ccncc3)o2)cc1	93
3	COC(=O)[C@]12CCC(C)(C)C[C@@H]1[C@H]1/C(=N/OCCC#N)C[C@@H]3[C@@]4(C)CC[C@H](OC(C)=O)C(C)(C)[C@@H]4CC[C@@]3(C)[C@]1(C)CC2	23[100 µM]
4	Cc1ccccc1-n1nnc(C(=O)Nc2ccc3cc(CN(C)C)ccc3n2)c1C	39
5	CCN(CC)S(=O)(=O)c1ccc(NC(=O)CSc2nnc(C)n2-c2ccccc2)cc1	132
6	Cn1c(=O)[nH]c2[nH]c(=S)[nH]c2c1=O	93
7	O=C(O)c1ccc(-n2cc(CNc3cccc(Br)c3)c(-c3ccc(F)cc3)n2)cc1	89
8	O=c1/c(=C/c2cccnc2)sc2nc3ccccc3n12	102&111
9	CCN(CC)CCOc1ccc(/C(=C(\C)c2ccc(Cl)cc2)c2ccc(Cl)cc2)cc1	41
10	CCOC1=NCCCCC1	97
11	CCCCCNCC(O)Cc1ccc(OCC)cc1 (configuration not stated)	50
12	CCn1cc(C(=O)NNC(=S)Nc2ccc(Cl)cc2)c(=O)c2ccc(C)nc21	82

Shown as labelled records: part of the list above.
(4) Cc1ccccc1-n1nnc(C(=O)Nc2ccc3cc(CN(C)C)ccc3n2)c1C
- HL-60(TB): 39

(5) CCN(CC)S(=O)(=O)c1ccc(NC(=O)CSc2nnc(C)n2-c2ccccc2)cc1
- HL-60(TB): 132

(6) Cn1c(=O)[nH]c2[nH]c(=S)[nH]c2c1=O
- HL-60(TB): 93

(7) O=C(O)c1ccc(-n2cc(CNc3cccc(Br)c3)c(-c3ccc(F)cc3)n2)cc1
- HL-60(TB): 89

(further entries)
item	SMILES	HL-60(TB)
13	N/N=C1\c2ccccc2C(=O)C1C(=O)C(c1ccccc1)c1ccccc1 (configuration not stated)	104
14	COc1ccccc1OCC(=O)O	97
15	COc1ccc(/C=C2/N=C(NNC(=O)c3ccccn3)N(c3ccccc3)C2=O)cc1	85
16	CC(=O)O[C@@H]1CC[C@@]2(C)c3ccc(C(C)C)cc3CC[C@@H]2C1(C)C	100
17	COc1cc(CNc2oc(-c3ccccc3)c(-c3ccccc3)c2C#N)cc(CN2CCCC2)c1O	86
18	Cc1c2cnccc2c(C)c2c1c1cc(C3OCCCO3)ccc1n2C	-4.0*
19	[N-]=[N+]=NCC(=O)Nc1ccc2c(ccn2Cc2ccccc2)c1	104
20	COc1ccc(OC)c(-c2cn3c(-c4c[nH]c5ccccc45)csc3n2)c1	95
21	CCCCNc1cc(-c2cn[nH]c2-c2cc(C)cc(OC)c2)nc(-c2cccnc2)n1	105
22	N/N=C(\c1ccccc1)c1cccs1	92
23	COc1cc(-n2nc(C(=O)NCCCCCC(=O)O)nc2-c2ccccc2)cc(OC)c1OC	99
24	COc1cc(C(=O)c2cc(C(C)=O)c3c(C)cc(C)cn23)cc(OC)c1OC	89
25	Cc1c(Cl)cc([N+](=O)[O-])c(O)c1[N+](=O)[O-]	84
26	Cc1cc2ccccc2c[n+]1CCCc1ccccc1	49
27	CC1CCc2c(sc3nc(Nc4ccccc4)n(NC(=S)Nc4ccccc4)c(=O)c23)C1 (configuration not stated)	80
28	O=C(CN1CCN(c2cc(=O)n(-c3ccccc3)c3ccccc23)CC1)N1CCCc2ccccc21	85
29	CC(=O)Nc1ccccc1SSc1ccccc1NC(C)=O	97
30	CC(C)(C)c1ccc(S(=O)(=O)Oc2ccc(NC(=O)c3ccc4ccccc4c3)cc2)cc1	73
31	N#Cc1ccc(-c2ccccc2)nc1Cl	96
32	CC(C)=CCC[C@](C)(O)[C@H]1CC[C@]2(C)[C@@H]1CC[C@@H]1[C@@]3(C)Cc4nc5ccccc5nc4C(C)(C)[C@@H]3CC[C@]12C	102
33	COc1ccc(/C=N/NC(=O)c2cnn(CC(O)Cc3ccccc3)c2-n2cccc2)cc1OC1CCCC1 (configuration not stated)	107
34	O=C(Nc1ccccc1)Nc1cc(=O)[nH]c(SCC(=O)N2CCN(c3cc4c(cc3F)c(=O)c(C(=O)O)cn4C3CC3)CC2)n1	102
35	CCCCNCCOc1cccc(C)c1	82
36	Brc1c[n+](Cc2ccc3ccccc3c2)cn1Cc1ccc2ccccc2c1	-48*

Two of the compounds above, with each value named:
[25] Cc1c(Cl)cc([N+](=O)[O-])c(O)c1[N+](=O)[O-]
  HL-60(TB): 84

[26] Cc1cc2ccccc2c[n+]1CCCc1ccccc1
  HL-60(TB): 49

The listing continues.
item	SMILES	HL-60(TB)
37	O=C(CC1(O)C(=O)Nc2ccccc21)c1cc2ccccc2oc1=O (configuration not stated)	96
38	O=C(Nc1cccc(NC(=O)c2ccccn2)c1)c1ccc(Cl)c(Cl)c1	92
39	CCC1OC(OC)C=CC1=O (configuration not stated)	77
40	Cc1ccc(-n2c(=S)[nH]c3ccccc3c2=O)cc1C	68
41	C=C(OP(=O)(OC)OC)Sc1ccccc1C	163
42	O=C(Cc1ccc([N+](=O)[O-])cc1)Oc1ccccc1	105
43	CCc1ccc(Nc2ncnc3sc4c(c23)CCN(Cc2ccccc2)C4)cc1	85
44	CC(=O)CC(C)(C)c1ccc(Cl)cc1	70
45	Nc1ncncc1-c1ccc(F)cc1	103
46	Clc1ccc(-c2nc3ccccc3s2)cc1	91&101
47	COC(=O)c1cc2oc(/C=C3/SC(=S)N(N)C3=O)cc2n1C	88
48	N#C/C(=C\c1ccc(-c2ccc(Cl)cc2)o1)C(=O)Nc1ncc(Cc2cc(Cl)ccc2Cl)s1	101
49	Nc1nonc1-c1nc2ccccc2n1Cc1c(F)cccc1Cl	87
50	Cn1c(=O)c2c(=O)c3c4c(oc3oc2c2ccccc21)C(=O)c1ccccc1C4=O	104
51	CC(=O)Oc1cc(C)c(Cl)c2c(OC(C)=O)cc(C(C)=O)c(O)c12	126
52	O=[N+]([O-])c1cc(Cl)c(Cl)c([N+](=O)[O-])c1Cl	22
53	C=C(C)COc1ccc2c(c1)OCO2	88
54	O=CN1N=C(c2ccc(Br)cc2)CC1c1sc(N(CCCl)CCCl)nc1Cl (configuration not stated)	77
55	Cc1cc(C)c(Nc2n[nH]c(=S)s2)cc1C	101&101
56	O=C(O)C(Cc1ccccc1)C(=O)O	107
57	O=C(O)c1ccc([N+](=O)[O-])cc1Sc1ccsc1	110
58	O=c1cc(-n2nncc2Cn2c3ccccc3c3ccccc32)c2cc(Cl)ccc2[nH]1	107
59	O/N=C/c1cc[n+](CCC[n+]2ccc(/C=N/O)cc2)cc1	104
60	CC(C)=CCC/C(C)=C/C#N	93
61	CC(C)(C)CC(C)(C)Nc1c(-c2c(O)c3ccccc3oc2=O)nc2ccc(Cl)cn12	83
62	O=C(O)c1ccc2c(c1Nc1ccccc1)C(=O)c1ccccc1C2=O	127
63	N=C1N=C(SCc2nc3ccccc3[nH]2)NC(=O)/C1=C/c1ccc(Cl)cc1	102
64	CCNc1nnc(CSc2nc3ccccc3c(=O)n2CCc2ccccn2)s1	111
65	CCOc1ccc(N=c2ccc3c(-c4c(Cl)ccc(Cl)c4C(=O)O)c4ccc(Nc5ccc(OCC)cc5S(=O)(=O)O)cc4oc-3c2)cc1	112
66	Fc1ccc(/C=C(/C2=NCCN2)n2cnc3ccccc32)cc1	91
67	NNC(=O)c1cc2c([nH]c3ccccc32)c(-c2cccc(O)c2)n1	85
68	CC1(O)CCCCCC1	93
69	CCN1C(=O)N(CC)C2Nn3c(s/c(=C\c4ccc(C(F)(F)F)cc4)c3=O)=NC21 (configuration not stated)	99
70	Nc1nc(NCc2ccccc2)nn1S(=O)(=O)c1ccc(F)cc1Cl	100
71	COc1ccc(-c2cc(C(=O)N3N=C(c4ccc(N)cc4)CC3c3ccc(OC)cc3)c3cc(OC)ccc3n2)cc1 (configuration not stated)	-7.7*
72	O=C(/C=C(O)/C=C/c1ccc(OC(F)(F)F)cc1)/C=C/c1ccc(OC(F)(F)F)cc1	101
73	O=C(NCCc1ccccn1)OCc1ccc2c(Cl)cc(Cl)c(O)c2n1	81
74	COC(=O)Cc1cc(O)cc2oc(-c3cc(OC)ccc3OC)cc(=O)c12	117
75	COc1ccc2c(c1)N(CCO)C1=C(C(=O)OC1)C2c1ccccc1 (configuration not stated)	-20*
76	COc1cc(/C=N/NC(=O)Cn2nnc3ccccc32)cc(OC)c1OC	104
77	C=C(C)[C@H]1C[C@@]2(OC)O[C@@]3(C=C2C(=O)OC)[C@H]2[C@@H]4[C@H](C[C@@]2(C)O)OC(=O)[C@@]43CC1=O	99
78	Cc1cc(=O)n2c(C(=O)N/N=C/c3ccc(N4CCN(C)CC4)cc3)nn(-c3ccc(S(N)(=O)=O)cc3)c2n1	99
79	O=C(O)c1ccc2c3c(ccc(C(=O)O)c13)CC2	98
80	O=C(CN1CCN(c2cc3c(cc2F)c(=O)c(C(=O)N/N=C/c2ccccc2)cn3C2CC2)CC1)N/N=C\c1ccccc1	51
81	COc1ccc(/C=C/C(=O)c2ccc(B(O)O)cc2)cc1O	38
82	O=[N+]([O-])c1ccc(NC(=S)NNC(=S)Nc2ccc(F)cc2)cc1	85
83	CCCCC(CC)CCC(C)OC(=O)CCC1CCCCC1 (configuration not stated)	102
84	COC(=O)C12[C@H]3C(=O)N(c4ccc(OC)cc4)C(=O)[C@H]3[C@@H](c3ccc(C)s3)N1[C@H](c1ccc(C)s1)[C@@H]1C(=O)N(c3ccc(OC)cc3)C(=O)[C@@H]12	116
85	Cc1ccc(Nc2nccc(N(C)c3ccc4c(C)n(C)nc4c3)n2)cc1S(N)(=O)=O	5.1*
86	CCCCCCCCCCCCCCCC[N+](C)(C)C	-39*
87	CCOC(=O)C(CC)(C(=O)OC)c1ccccc1 (configuration not stated)	105
88	CCOC(=O)OC(C)OC1=C(C(=O)Nc2ccccn2)N(C)S(=O)(=O)c2ccccc21 (configuration not stated)	105
89	S=c1[nH]c2ccccc2c2ccccc12	93
90	CCN(CC)CCOC(=O)c1cc(OC)c(OC)c(OC)c1	100
91	CCC(=O)OCC(=O)[C@@]1(OC(=O)CC)[C@@H](C)CC2C3CCC4=CC(=O)C=C[C@]4(C)C3(F)[C@@H](O)C[C@@]21C (some centres not stated)	109
92	C/C=C/C1C(/C=N/N(C)C)C(C#N)(C#N)C1(C#N)C#N (configuration not stated)	89
93	CC1(C)OC(=O)CC1CCCC(=O)O (configuration not stated)	105
94	CC1=NOC(=O)/C1=C\c1ccc(N(C)C)cc1	101
95	O=C(Nc1ccc(Cl)c(Cl)c1)OCn1ncc2ccc([N+](=O)[O-])cc21	96
96	C1=CC2(C=C1)OC21CCC2(C=CC3(C2)OC3C2CCCCC2)CC1 (configuration not stated)	105

Additional entries
item	SMILES	HL-60(TB)
97	O=S(=O)(NS(=O)(=O)c1ccc(Cl)cc1)c1ccc(Cl)cc1	110
98	O=S(=O)(NCCCNc1nccc(-c2c(-c3ccc(F)cc3)nc3sccn23)n1)c1ccc(O)cc1	74
99	Fc1ccccc1-c1nc(-c2nc3cc(Cl)c(Cl)cc3[nH]2)c2ccccn12	82
100	Cc1ccc(NC(=O)Nc2nccnc2OCc2ccc(F)cc2)cc1	87
101	Cc1[nH]c(-c2nc3ccccc3[nH]2)c(C)c1C(=O)N1CCOCC1	111
102	O=C1NNC(=O)C2C3C=CC(O3)C12 (configuration not stated)	62
103	COc1ccc(-c2[nH]ncc2-c2cc(OC)c(OC)c(OC)c2)cc1	-35*
104	Cc1ccc(C(c2c(O)c3ccccc3[nH]c2=O)c2c(O)c3ccccc3[nH]c2=O)cc1	109
105	O=C(/C=N/Nc1ccccc1)c1ccccc1	107
106	O=C(NO)c1cc(=O)[nH]o1	99
107	Cc1nc2cc(O)c(O)cc2cc1Oc1ccc(NC(=O)c2ccc(N3CCOCC3)c(C(F)(F)F)c2)cc1	88
108	CCOC(=O)c1cc(-c2ccc(Br)cc2)nc2ccccc12	101
109	O=C(O)CCCCCCCCCCC1CCC(O)C1O (configuration not stated)	103
110	CCN(CC)CC(O)c1ccc(I)cc1 (configuration not stated)	110
111	Fc1ccc(-c2ccc3c(NCc4ccccn4)nc(N4CCOCC4)nc3c2)cc1	104
112	Clc1nc(Cl)c2[nH]cc(Cl)c2n1	101
113	O=C1Nc2ccccc2/C1=C/c1ccc(CO)n1Cc1ccccc1	92
114	O=CN/N=C/c1cc(Cl)cc(Cl)c1O	51
115	COc1ccccc1NC(=O)C(N=Nc1ccc(S(=O)(=O)Nc2nccs2)cc1)C(C)=O (configuration not stated)	110
116	COC1=CC(c2ccc[nH]2)=N/C1=C\c1[nH]c(C)c(CC(=O)OCc2ccccc2)c1CCC(=O)OCc1ccccc1	-31*
117	NC(=S)Nc1ccc(O)cc1	101
118	CC[Si](CC)(CC)OC1[C@@H](O[Si](CC)(CC)CC)[C@@H](CNC(=O)NC)O[C@H]1n1cnc2c(NC(=O)Nc3ccccc3)ncnc21 (some centres not stated)	-40*
119	O=C(O)Cc1c[nH]c2ccccc12	98
120	O=c1oc2cc(OS(=O)(=O)c3ccc(C(F)(F)F)cc3)ccc2c2c1CCCCC2	80
121	CC(=O)OCC1CCCN1C(C)=O (configuration not stated)	109
122	O=S(=O)(O)c1cc(S(=O)(=O)O)c2cc(O)ccc2c1	119
123	NS(=O)(=O)c1ccc(NC(=O)N2CCN(C(=O)Cc3ccc(Cl)cc3Cl)CC2)cc1	106
124	O=C(Nc1cccc2[nH]c(C(F)(F)F)nc12)c1ccc2c(c1)OCO2	145
125	O=C(Nc1ccc(NCCN2CCOCC2)nc1)c1ccncc1	108
126	CCOC(=O)c1cnc2c(-c3cccc(Br)c3)cnn2c1	95
127	O=C(NCCNc1nccc(-c2c(-c3cccc(F)c3)nc3sccn23)n1)c1ccc(Cl)cc1	99
128	S=C(S)OCCOC(=S)S	115
129	O=C(NN1C(=O)/C(=C/C=C/c2ccc([N+](=O)[O-])o2)SC1=S)c1ccc(Cl)cc1	-7.5*
130	Cc1ccc(NCCN(C)CC(C)O)c2c(=O)c3ccc(Cl)cc3sc12 (configuration not stated)	9.7*

Only part of the results is shown. The share of hits here may be higher or lower than overall.
